PAD4 inh = blocks human protein arginine deiminase 4. Q9UM07. recombinant PAD4, RCA probe fluorescence polarization. inhibition, % at 6.36 µM. 330,000 tested, 0.41% active;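 active means percent inhibition above a cutoff equal to the mean of all tested compounds plus 3 SD, cut at about 15% in these data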;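 further: 0% = PAD4 with RCA probe and DMSO and 100% = probe without PAD4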
GSTO1 inh = counter-screen for RBBP9 inhibitors: inhibitors of human GSTO1; recombinant GSTO1, activity-based probe fluorescence polarization; inhibition, % at 5.96 µM; 300,000 tested, 1.1% active; AID 1974;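 active means inhibition above the campaign mean inhibition plus 3 SD, cut at about 35% in these data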;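 further: 0% = GSTO1-1 with DMSO and 100% = wells lacking GSTO1-1 enzyme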
PAFAH2 inh = PAFAH2 (human) inhibition; Q99487; recombinant PAFAH2, FP-rhodamine activity probe, fluorescence polarization; inhibition, % at 3.39 µM; 340,000 tested, 0.99% active; AID 492956;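 active means inhibition above the mean over all tested compounds plus 3 SD, cut at about 30% in these data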;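 further: inhibitors block probe labeling of enzyme so polarization drops; 0% = enzyme with DMSO and 100% = wells lacking PAFAH2 protein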
LYPLA2 inh = blocks human lysophospholipase 2, a PME1 counter-screen; inhibition, % at 5.9 µM; 320,000 tested, 0.38% active; recombinant LYPLA2, FP-Rh probe fluorescence polarization; O95372; AID 2177;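 active means inhibition above the screen-wide mean plus 3 SD, limit set per campaign, cut at about 26% in these data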;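 further: 0% = LYPLA2 with DMSO and 100% = wells lacking LYPLA2 enzyme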
Target sequence (O95372 whole entry, looked up): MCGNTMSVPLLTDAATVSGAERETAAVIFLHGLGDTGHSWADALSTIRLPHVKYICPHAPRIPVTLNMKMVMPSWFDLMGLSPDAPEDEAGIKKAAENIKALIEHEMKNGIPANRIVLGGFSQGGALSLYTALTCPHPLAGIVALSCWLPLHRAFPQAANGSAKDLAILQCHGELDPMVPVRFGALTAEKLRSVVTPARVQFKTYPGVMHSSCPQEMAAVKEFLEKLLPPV
EBNA-1 inh = blocks EBNA-1 binding to DNA; EBNA-1 DNA binding, fluorescence polarization; inhibition, % at 14.8 µM; 300,000 tested, 0.34% active; in the data active means inhibition above about 28%
ZTA counter = ZTA (EBV) inhibition in EBNA-1 counter-screen; inhibition, % at 11 µM; ZTA-DNA binding, fluorescence polarization; 320,000 tested, 0.15% active; AID 2234; in the data active means inhibition above about 33%
PAFAH1B3 FP inh = inhibitors of human PAFAH1B3. recombinant PAFAH1B3, FP-rhodamine probe, fluorescence polarization. inhibition, % at 3.39 µM. 340,000 tested, 0.28% active;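 active means inhibition above the screen-wide average of all tested compounds plus 3 SD, cut at about 25% in these data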;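 further: 0% = enzyme with DMSO only and 100% = wells lacking PAFAH1B3 protein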
PREPL inhibitor = human PREPL enzyme inhibition. inhibition, % at 5.96 µM. recombinant PREPL, fluorescence polarization activity-based probe. Q4J6C6. 320,000 tested, 0.68% active; in the data active means inhibition above about 43%;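 further: 0% = enzyme with DMSO and 100% = wells lacking enzyme; many of its hits are not listed in these tables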
Target sequence (Q4J6C6 whole entry, looked up): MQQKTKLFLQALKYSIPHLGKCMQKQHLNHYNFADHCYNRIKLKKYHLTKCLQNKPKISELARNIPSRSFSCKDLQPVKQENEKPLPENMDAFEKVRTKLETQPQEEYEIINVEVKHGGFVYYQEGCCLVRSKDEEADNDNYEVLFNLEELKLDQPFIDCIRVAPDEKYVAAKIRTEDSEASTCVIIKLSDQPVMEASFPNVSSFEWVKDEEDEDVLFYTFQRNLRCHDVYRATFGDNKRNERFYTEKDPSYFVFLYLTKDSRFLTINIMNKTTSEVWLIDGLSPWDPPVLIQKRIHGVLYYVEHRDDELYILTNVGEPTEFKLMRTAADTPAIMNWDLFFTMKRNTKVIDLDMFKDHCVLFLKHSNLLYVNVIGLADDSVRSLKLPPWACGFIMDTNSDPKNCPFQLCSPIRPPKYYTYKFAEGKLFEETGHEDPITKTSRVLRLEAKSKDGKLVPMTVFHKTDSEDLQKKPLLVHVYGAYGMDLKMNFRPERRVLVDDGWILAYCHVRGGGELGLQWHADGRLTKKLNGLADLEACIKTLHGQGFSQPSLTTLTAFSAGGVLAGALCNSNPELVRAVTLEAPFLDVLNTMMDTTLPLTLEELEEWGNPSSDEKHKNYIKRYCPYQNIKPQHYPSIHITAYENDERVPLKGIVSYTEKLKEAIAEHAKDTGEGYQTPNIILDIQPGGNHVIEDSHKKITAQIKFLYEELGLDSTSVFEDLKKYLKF
LYPLA1 inh = blocks human lysophospholipase 1, a PME1 counter-screen | O75608 | recombinant LYPLA1, FP-Rh probe fluorescence polarization | inhibition, % at 5.9 µM | 320,000 tested, 0.16% active | AID 2174;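 active means inhibition above the mean of all tested compounds plus 3 SD, set per campaign, cut at about 14% in these data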;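 further: inhibitors block serine hydrolase probe labeling of LYPLA1 so polarization falls; 0% = enzyme with DMSO and 100% = wells lacking LYPLA1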
Numbers without * were called inactive; nt = not tested or not shown. This is a subset; rates above refer to the full screens.

Values in the order: LYPLA1 inh | LYPLA2 inh | PAD4 inh | PREPL inhibitor | PAFAH1B3 FP inh | GSTO1 inh | EBNA-1 inh | ZTA counter | PAFAH2 inh
Cc1ccc(N=N/C(=C\O)C(=O)c2ccc(Cl)cc2)cc1
→ 0 | -4 | -6 | -2 | -1 | -3 | -18 | 7 | 8
O=C(COC(=O)C1CCC(=O)N1)Nc1ccc(Cl)cc1Cl (configuration not stated)
→ 4 | 2 | 3 | -4 | -3 | 5 | 7 | 4 | -2
COc1cc(OC)c(CN2CCc3c([nH]c4ccccc34)C2)cc1Br
→ -4 | -7 | -20 | 20 | 3 | -2 | -7 | 12 | 0
CSc1ccc(-c2c(C#N)c(N)nc3c2c(C)nn3-c2ccccc2)cc1
→ -12 | -24 | 3 | -22 | 3 | -4 | 11 | 9 | -19
CC(C)Cc1ccc(CN2CCCC(NC(=O)CCN3CCCCC3=O)C2)cc1 (configuration not stated)
→ 0 | 0 | 0 | 3 | 4 | -1 | -4 | -2 | 8
COc1ccc(/C=N/NC(=O)CNC(=O)c2ccncc2)cc1OC
→ 3 | -5 | 1 | 11 | 0 | 2 | -2 | -8 | -9
COc1ccccc1CN1CN(S(=O)(=O)c2ccccc2)c2nc3ccccc3nc21
→ -3 | -1 | -4 | 0 | -2 | 5 | -1 | 0 | -5
COC(=O)c1ccc(C(=O)OC)c(NC(=O)CN2CCN(c3ccccc3OC)CC2)c1
→ 1 | 2 | 0 | 20 | -12 | 24 | -1 | 7 | 1
Cc1ccc(-n2nnc3c(SCC(=O)NCC4CCCO4)ncnc32)cc1 (configuration not stated)
→ 1 | -2 | -1 | -10 | -2 | -9 | -3 | 1 | -9
CCOc1ccccc1NC(=O)c1cc(=O)c2ccccc2o1
→ 0 | -1 | 0 | -2 | 8 | -1 | 13 | -7 | -4
Cc1nn(-c2cccc(Cl)c2)c2nc(-c3ccco3)cc(C(=O)O)c12
→ -15 | -7 | -3 | 7 | 2 | -26 | 5 | 14 | 0
COc1ccc(-c2cnnc(N/N=C/c3c(C)nn(-c4ccccc4)c3Cl)n2)cc1
→ -6 | 0 | 4 | -7 | 3 | 7 | 6 | -3 | 1
COc1cccc(OCCSc2nc(C)c(Cc3ccccc3)c(=O)[nH]2)c1
→ -3 | 1 | -1 | -2 | 9 | -4 | 6 | -7 | 3
COc1ccc(OCc2cc(C(=O)N3CCN(CC4CC4)CC3)no2)c(Cl)c1
→ -2 | 2 | 2 | 9 | 12 | 5 | 0 | -3 | 8
CCc1c(C(=O)N2CCOCC2)csc1C
→ 5 | 9 | -1 | 9 | -3 | 5 | 17 | -5 | 1
COc1cc2nc(N(CCCN(C)C)C(=O)c3ccc(S(=O)(=O)N(C)C4CCCCC4)cc3)sc2cc1OC
→ 0 | -2 | 3 | 26 | -2 | -4 | -4 | 0 | -2
Cc1cc(NC(=O)CSc2nnc(-c3ccccc3F)n2C)no1
→ 4 | 6 | 4 | 2 | 6 | nt | nt | -3 | 3
CCOCCCNS(=O)(=O)c1ccc(NC(=O)c2ccc(OC)c([N+](=O)[O-])c2)cc1
→ -2 | 2 | -6 | -1 | 1 | -19 | 9 | 6 | 0
CCc1ccc(NC(=O)[C@H](C)NC(=O)C2CCN(C(=O)[C@@H](N)C(C)C)CC2)cc1
→ -1 | 0 | -6 | 3 | 1 | 3 | 1 | -2 | 3
COc1ccccc1-n1c(SCC(=O)Nc2cccc(S(N)(=O)=O)c2)nc2ccccc2c1=O
→ -4 | -3 | -2 | -10 | 7 | -1 | 0 | -5 | 0
CCOc1ccc(C(=O)C[n+]2cccc3cc(C)ccc32)cc1
→ 3 | 5 | -7 | -14 | 6 | 8 | 2 | -9 | 4
Cc1oc2ncnc(N)c2c1C
→ 3 | 2 | 6 | 4 | 6 | -2 | 7 | 6 | 5
Cc1ccccc1OCC(=O)Nc1nnc(-c2ccncc2)s1
→ -1 | 2 | 4 | -4 | 1 | -57 | -8 | -7 | -3
CCOc1ccc(N(CC(=O)Nc2cccnc2)S(=O)(=O)c2ccc(C)cc2)cc1
→ -5 | -6 | 1 | -16 | 2 | -2 | 7 | 5 | 3
CCOC(=O)N1CCN(C(=O)/C(=C\c2cccs2)NC(=O)c2cccs2)CC1
→ 3 | 0 | -6 | 13 | 0 | 5 | -1 | 13 | -2
Cc1ccc2c(c1)CCCN2CC(=O)Nc1cccc(S(=O)(=O)N2CCCC2)c1
→ -4 | 2 | -9 | 8 | -1 | nt | nt | -5 | -2
O=c1oc2cc(S(=O)(=O)NCCCO)ccc2c2ccc(S(=O)(=O)NCCCO)cc12
→ 2 | 7 | -5 | 12 | 4 | -3 | -3 | 12 | 5
O=C(CN(C(=O)c1ccc(Cl)cc1)N1C(=O)C2CCCCC2C1=O)c1ccc(Cl)cc1 (configuration not stated)
→ -4 | 3 | 3 | 4 | 0 | 2 | 9 | 4 | 4
CCOc1c2ccc(C(=O)NC3CCCc4ccccc43)cc2nn1CC (configuration not stated)
→ -3 | 0 | 2 | -3 | 7 | 0 | -18 | -6 | 8
Cc1ccc(SCC(=O)NN=C2CCN(C)CC2)cc1
→ -4 | -7 | 0 | -24 | -2 | 3 | -2 | 2 | 2
O=C(CSC1=NCCS1)Nc1cccc2ccccc12
→ -4 | 0 | 7 | -11 | 7 | -4 | -3 | 4 | -4
N#Cc1c(N)nc2c(c1-c1ccco1)CCCCC2
→ 0 | -6 | 0 | 5 | 1 | 0 | -4 | 8 | 0
Cc1ccc(-c2cc(-c3ccc(F)cc3)nc(N)c2C#N)o1
→ -5 | -7 | -1 | -3 | 4 | -6 | 8 | 7 | -5
Nc1cc(Cl)ccc1C(=O)OCC(=O)NC1CCS(=O)(=O)C1 (configuration not stated)
→ -2 | 0 | -2 | 3 | 1 | 4 | -1 | 3 | -5
CC1(C)OC(c2ccccc2)=C/C(=C/C=C2C(=O)c3ccccc3C2=O)O1
→ -5 | -14 | -5 | -11 | -24 | -35 | 2 | 5 | -26
COc1ccccc1NC(=O)Cn1c(=O)oc2cc(S(=O)(=O)N3CCCC3)ccc21
→ 1 | 0 | 2 | 11 | -5 | -2 | 9 | 14 | -1
COc1ccc(OC)c(/C=C/C(=O)N(C)CC(=O)Nc2cc(C)ccc2C)c1
→ -1 | 8 | 3 | -4 | -2 | 8 | 10 | -23 | -3
CC(C)c1ccc(N(CC(=O)NN=C2CCN(C)CC2)S(=O)(=O)c2ccccc2)cc1
→ -5 | -7 | 0 | -3 | -1 | 3 | 10 | 5 | 5
COc1ccc(-c2n[nH]c(C)c2-c2cnn(-c3ccccc3)c2)c(O)c1
→ -4 | 5 | -4 | -12 | -1 | 11 | 15 | 12 | -1
COc1ccc(-c2cc(C)no2)cc1S(=O)(=O)N(C)Cc1ccco1
→ 1 | 6 | 4 | 9 | 2 | 4 | -5 | -2 | -20
CCOc1ccc(NC(=O)c2ccc(S(=O)(=O)N(C)C)cc2)cc1
→ -3 | -2 | 0 | 1 | 3 | 2 | 8 | 9 | 1
CC1CC(C)CN(S(=O)(=O)c2cc3c4c(c2)C(C)C(=O)N4CCC3)C1 (configuration not stated)
→ 3 | 3 | 5 | 5 | 5 | -2 | 0 | -6 | 7
CCN(CC)S(=O)(=O)c1ccc(NC(=O)c2cccs2)cc1
→ -5 | 0 | -6 | -4 | -10 | -3 | 8 | 11 | -3
COc1ccc(/C(C)=N/NC(=O)CNC(=O)CCc2ccccc2)c(OC)c1
→ 1 | 2 | 4 | 5 | -1 | 4 | 8 | 10 | -1
COc1ccccc1NC(=O)c1cc(-c2ccc(C)o2)nc2ccccc12
→ -7 | -1 | -1 | -4 | -1 | -5 | -1 | 0 | 3
CC1(C)CC(=O)C=C(NCCN2CCN(C(=S)Nc3ccc(F)cc3)CC2)C1
→ 4 | 11 | 6 | 14 | 9 | 1 | 10 | 6 | 6
O=C(CN1C2=NCCN2c2ccccc21)C12CC3CC(CC(C3)C1)C2
→ -4 | -3 | 8 | -23 | -2 | 1 | -9 | 3 | -1
COc1ccc([N+](=O)[O-])cc1CSc1nnc(NC(C)=O)s1
→ -3 | 0 | -3 | -4 | 8 | 1 | 9 | 8 | 10
Cc1nc2scc(C)n2c(=O)c1S(=O)(=O)NCc1ccc(F)cc1
→ 0 | 4 | -2 | -1 | -3 | 3 | 1 | -11 | 0
O=C(CCS(=O)(=O)c1ccc2c(c1)NC(=O)CS2)NCCc1ccc(Cl)cc1
→ -3 | 7 | -1 | 12 | 6 | 21 | 1 | -8 | 1

Additional structures:
Values in the order: LYPLA1 inh | LYPLA2 inh | PAD4 inh | PREPL inhibitor | PAFAH1B3 FP inh | GSTO1 inh | EBNA-1 inh | ZTA counter | PAFAH2 inh
CC(C)CN(CC(C)C)c1ccc(/C=N/n2cnnc2)cc1[N+](=O)[O-]
→ -2 | -3 | -1 | 21 | -4 | 1 | 13 | 18 | 2
O=C(NCc1cccnc1)c1cc([N+](=O)[O-])ccc1N1CCOCC1
→ 1 | -2 | -1 | -4 | 4 | 0 | 1 | -3 | 4
OCCN1CCN(c2nc(-c3ccccc3)c3cc(Br)ccc3n2)CC1
→ -2 | -2 | -2 | 3 | 4 | 13 | 8 | 22 | -10
C=CCOc1ccc(Cl)cc1CNCCCN1CCOCC1
→ 2 | 2 | 1 | 11 | -1 | -4 | 7 | -1 | 5
CCn1c(SCc2cccc(F)c2)nnc1-c1cccnc1
→ -1 | 5 | 0 | -2 | 3 | 5 | 0 | 7 | 5
Cc1cc(Br)ccc1NC(=O)c1sc2ncnc(N3CCN(c4ccccn4)CC3)c2c1C
→ -2 | 2 | 0 | 10 | -12 | -2 | -7 | -6 | -13
O=C1CC(N(O)C2CC(=O)N(Cc3ccccc3)C2=O)C(=O)N1Cc1ccccc1 (configuration not stated)
→ 1 | 2 | -1 | 6 | 6 | -6 | 8 | -4 | 4
CCOC(=O)C1=C(C)N(CCCCCC(=O)O)C(=O)NC1c1ccc(Cl)cc1 (configuration not stated)
→ 0 | -5 | -1 | -4 | -1 | 5 | -1 | 8 | 5
CC1CCCN(CCOc2ccc3ccccc3c2Br)C1 (configuration not stated)
→ -5 | 0 | -2 | 4 | 2 | 4 | 7 | -1 | 6
Cc1ccc(O)c(-c2cc(C(=O)Nc3c(C)n(C)n(-c4ccccc4)c3=O)[nH]n2)c1
→ 3 | 5 | -3 | 0 | 9 | 1 | 9 | -7 | 4
O=C(CCc1nnc(C2CCCCC2)o1)N1CCCCC1CCn1cccn1 (configuration not stated)
→ 0 | 2 | 1 | -2 | -3 | 6 | 4 | 3 | -2
CC(=O)Nc1ccccc1C(=O)C(=O)Nc1ccc(Cl)cc1
→ 4 | 6 | 1 | 1 | 9 | 8 | 8 | -5 | 6
CC1CCCCN1C(=O)c1ccc(COc2ccc([N+](=O)[O-])cc2)o1 (configuration not stated)
→ -7 | 4 | 2 | 37 | 3 | 1 | 3 | 11 | -11
O=C(Cn1nc(-c2ccccc2)ccc1=O)NCCN1CCN(Cc2ccccc2)CC1
→ 1 | -3 | -3 | 9 | 4 | 10 | 8 | -1 | -5
COc1ccc(CCN2CC(C(=O)N3CCSCC3)CCC2=O)cc1 (configuration not stated)
→ 1 | 3 | 1 | 13 | 4 | -1 | -3 | 5 | -5

In the list so far, two have a COOH group:
Values in the order: LYPLA1 inh | LYPLA2 inh | PAD4 inh | PREPL inhibitor | PAFAH1B3 FP inh | GSTO1 inh | EBNA-1 inh | ZTA counter | PAFAH2 inh
Cc1nn(-c2cccc(Cl)c2)c2nc(-c3ccco3)cc(C(=O)O)c12
→ -15 | -7 | -3 | 7 | 2 | -26 | 5 | 14 | 0
CCOC(=O)C1=C(C)N(CCCCCC(=O)O)C(=O)NC1c1ccc(Cl)cc1 (configuration not stated)
→ 0 | -5 | -1 | -4 | -1 | 5 | -1 | 8 | 5
